APEX1 inh: qHTS Assay for Inhibitors of the Human Apurinic/apyrimidinic Endonuclease 1 (APE1). AID 2517, 2012. DNA repair nuclease/redox regulator APEX1 (Homo sapiens), P27695. recombinant APE1, TAMRA/BHQ-2 abasic DNA cleavage fluorescence. 350,000 tested, 0.35% active. Potency, µM (doses to about 65.8 µM), for inactives: at the top dose activity change, negative = inhibition, actives largely listed as inhibitors;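 note: potency is the fitted concentration of half-maximal effect; plate controls were vehicle for no effect and reference inhibitor for full effect; nearly all actives have a fitted effect of over 55% in size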
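Kinetic fluorescence read (525 ex/598 em nm, three reads 60 s apart) of AP-site incision; signal = third minus first read. Enzyme 0.75 nM, dual-labelled THF duplex 50 nM, compound preincubation 15 min RT.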
RXFP1 antagonist: qHTS Assay for Antagonists of the Relaxin Receptor RXFP1; activity change, negative = inhibition, % at 57.5 µM; HEK293-RXFP1, relaxin-stimulated cAMP HTRF, 30 min; active compounds read low; 350,000 tested, 0.59% active; Relaxin receptor 1 (Homo sapiens), Q9HBX9;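 active = activity change of -60% or lower, but not beyond a set lower limit; inconclusive = change between -60% and -40%, or beyond the set limit; inactive = change above -40%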; note: % is set by controls: 0 for no effect and ±100 for the full control effect
Pol iota inh: qHTS for Inhibitors of Polymerase Iota | 390,000 tested, 1% active | Potency, µM (top dose mostly 115 µM), for inactives: at the top dose activity, negative = inhibition, most hits filed as inhibitors | DNA polymerase iota (Homo sapiens), Q9UNA4 | Pol iota fluorescent replication assay, 10 min; note: potency is the fitted concentration of half-maximal effect
Target sequence (Q9UNA4 whole entry, looked up): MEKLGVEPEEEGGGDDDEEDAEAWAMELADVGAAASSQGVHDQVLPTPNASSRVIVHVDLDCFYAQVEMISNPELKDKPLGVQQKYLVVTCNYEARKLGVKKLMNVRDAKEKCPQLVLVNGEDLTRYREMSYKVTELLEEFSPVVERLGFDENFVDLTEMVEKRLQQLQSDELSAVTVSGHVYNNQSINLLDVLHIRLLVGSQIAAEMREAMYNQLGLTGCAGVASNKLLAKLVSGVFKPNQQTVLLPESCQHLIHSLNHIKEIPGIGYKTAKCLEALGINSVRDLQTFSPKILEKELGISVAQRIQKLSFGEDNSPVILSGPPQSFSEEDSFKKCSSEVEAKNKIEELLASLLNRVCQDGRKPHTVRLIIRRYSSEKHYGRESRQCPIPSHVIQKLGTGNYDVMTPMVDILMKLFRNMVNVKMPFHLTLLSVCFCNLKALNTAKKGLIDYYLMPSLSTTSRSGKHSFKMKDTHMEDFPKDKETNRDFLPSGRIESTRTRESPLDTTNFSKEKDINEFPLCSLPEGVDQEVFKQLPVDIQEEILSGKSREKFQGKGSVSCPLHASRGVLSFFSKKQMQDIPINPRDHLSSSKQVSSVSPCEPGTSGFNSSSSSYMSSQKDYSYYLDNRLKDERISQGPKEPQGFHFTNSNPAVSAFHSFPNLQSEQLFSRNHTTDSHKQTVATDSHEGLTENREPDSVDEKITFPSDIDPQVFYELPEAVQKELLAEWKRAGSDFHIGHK
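Fluorescent replication assay read twice, at 0 min and 10 min after adding 50 nM (final) substrate. Enzyme (10 nM) and compounds were first incubated 15 min at room temperature; enzyme-free buffer wells were negative controls.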
Apoferritin bind: qHTS Assay for Identification of Novel General Anesthetics. 350,000 tested, 0.074% active. Potency, µM (series often up to 77.5 µM), inactives show at the highest dose activity change, negative = displacement, actives largely listed as inhibitors. AID 485281, 2010. apoferritin/1-aminoanthracene competitive binding, fluorescence; note: potency is the fitted concentration of half-maximal effect; % is set by controls: 0 for no effect and ±100 for the full control effect; nearly all actives have a fitted effect of over 20% in size
Target sequence (P02791 2-175 limits assumed): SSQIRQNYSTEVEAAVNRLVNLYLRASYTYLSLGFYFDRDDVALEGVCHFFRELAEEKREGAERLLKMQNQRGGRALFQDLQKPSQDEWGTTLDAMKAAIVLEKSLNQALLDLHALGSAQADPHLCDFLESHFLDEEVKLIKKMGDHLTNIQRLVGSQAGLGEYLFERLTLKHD
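Steps: apoferritin (10 uM) was premixed with half-saturated 1-AMA in PBS, compounds were pin-transferred, plates stood 10 min at room temperature, fluorescence was read at 380/535 nm, and curves were fitted with a Hill equation.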
Pol eta inh: qHTS for Inhibitors of Polymerase Eta | recombinant Pol eta, fluorescent DNA replication assay | Potency, µM (doses to about 114 µM), inactives show at the top dose activity change, negative = inhibition, actives largely listed as inhibitors | 390,000 tested, 1.2% active | AID 588591, 2011; note: potency is the fitted concentration of half-maximal effect; % is set by controls: 0 for no effect and ±100 for the full control effect
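Fluorescent replication assay: 50 nM final substrate added after a 15 min room-temperature compound preincubation with 10 nM enzyme. Signal taken at 0 min and again at 10 min.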
BLM inh: qHTS Assay for Inhibitors of Bloom's syndrome helicase (BLM); RecQ-like DNA helicase BLM (Homo sapiens), P54132; recombinant BLM DNA unwinding, fluorescence dequenching; AID 2528, 2010; Potency, µM (top dose mostly 56.1 µM), inactives show at the top dose activity change, negative = inhibition, usual class: inhibitors; 350,000 tested, 0.2% active;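 note: potency is the fitted concentration of half-maximal effect; plate controls were vehicle for no effect and no enzyme for full effect; nearly all actives have a fitted effect of over 35% in size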
POLB inh: qHTS Assay for Inhibitors of DNA Polymerase Beta; Potency, µM (doses to about 114 µM), inactives show at the top dose activity change, negative = inhibition, actives largely listed as inhibitors; Pol beta primer extension/strand displacement, fluorescence kinetic; 340,000 tested, 1.3% active; note: potency is the fitted concentration of half-maximal effect; % is set by controls: 0 for no effect and ±100 for the full control effect
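Curves were derived by four-parameter Hill fits of normalized qHTS data. The kinetic fluorescent primer-extension read was taken at 0 and 10 min after 50 nM substrate, following a 15 min room-temperature preincubation of 10 nM enzyme with compounds.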
Pol kappa inh: qHTS for Inhibitors of Polymerase Kappa; DNA polymerase kappa (Homo sapiens), Q9UBT6; purified Pol kappa, fluorescent DNA synthesis assay, 10 min; Potency, µM (doses to about 107 µM), without a hit: top-dose activity, negative = inhibition, most hits filed as inhibitors; 400,000 tested, 0.53% active; AID 588579, 2011; note: potency is the fitted concentration of half-maximal effect; % is set by controls: 0 for no effect and ±100 for the full control effect
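50 nM final substrate added after 15 min RT preincubation of 10 nM Pol kappa with compound; fluorescence read at 0 and 10 min.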
Tb PGK inh: qHTS Assay to Find Inhibitors of Phosphoglycerate Kinase; Phosphoglycerate kinase, glycosomal (Trypanosoma brucei brucei), P07378; PGK/GAPDH coupled, Kinase-Glo luminescence, 60 min; Potency, µM (top dose mostly 57.5 µM), inactives show at the top dose activity change, negative = inhibition, usual class: inhibitors; 380,000 tested, 0.043% active; AID 602233, 2012; note: potency is the fitted concentration of half-maximal effect; % is set by controls: 0 for no effect and ±100 for the full control effect; nearly all actives have a fitted effect of over 60% in size
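Recombinant glycosomal PGK reaction used 1,3-bisphosphoglycerate generated in-well by GAPDH (100nM final) in 100mM TEA pH 7.6, 5mM MgCl2, 0.01% Tween-20. After 60 minutes at room temperature, ATP was read by Kinase-Glo Plus luminescence end-point.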
* marks the source's active call; other numbers are inactive results; i = inactive; u = inconclusive; x = not tested or not shown; [ ] = dose if it differs, or a comment. Unless noted, calls come from the whole dose curve; as a rule, active = well fitted curve in the direction sought with a large enough effect; inconclusive = small, poorly fitted or top-dose-only effect, or another doubt; inactive = no such curve, though single readings can be large; an effect the other way counts as inactive or inconclusive. This is a subset; the hit share may differ from the screen's.

no.	structure	APEX1 inh	RXFP1 antagonist	Pol iota inh	Apoferritin bind	Pol eta inh
1	CCn1c(SC(C)C)nnc1-c1cc(-c2ccccc2)sc1N	0%	u	-16%	-7%	-25%
2	O=C(c1ccc(=O)[nH]c1)N1CCN(S(=O)(=O)c2ccccc2)CC1	-12%	-14	18%	-3%	-14%
3	CCCCOC(=O)Nc1ccc(C(N)=O)cc1	-1%	-4	15%	3%	2%
4	COC(=O)c1sc(-c2ccccc2)cc1NC(=O)c1ccc(OC)cc1	6%	-9	-22%	1%	-8%
5	CCc1ccccc1NC(=O)CSc1nc(C)c(C(=O)Nc2ccccc2)c(-c2ccc(Cl)cc2)c1C#N	x	x	22%	-11%	-19%
6	O=C(NC1=NCCS1)c1ccc(Cl)c(S(=O)(=O)N2CCCCCC2)c1	9%	4	3%	-19%	-9%
7	CC1(C)Cc2nc3sc4c(SCC(=O)NCc5ccccc5)ncnc4c3cc2CO1	6%	-2	14%	-11%	-1%
8	COc1ccc(-c2noc(CCC(=O)NCCc3cccc(C)c3)n2)cc1	3%	-8	2%	-18%	-16%
9	CC(/C=C/c1ccccc1)=N\NC(=O)Cn1nc(C)cc1C	-4%	-4	35%[activator]	-2%	-11%
10	CCc1[nH]nc(C(=O)N2CCCC(N3CCN(c4ccccc4C)CC3)C2)c1C (stereo not given)	52%[activator]	-5	21%	-18%	-10%
11	CCOCCOCCC(C(=O)O)P(=O)(c1ccccc1)c1ccccc1 (stereo not given)	0%	-15	14%	-9%	-8%
12	OCC[C@H]1C[C@@H](O)[C@H](O)[C@@]2(CCCc3ccccc3O2)O1	0%	x	-22%	x	u
13	FC(F)(F)c1ccccc1NC(=S)Nc1cccc2cnccc12	-6%	5	66%[activator]	-5%	-3%
14	O=C(Cc1c(O)c2ccccc2[nH]c1=O)NCc1cccc(F)c1	2%	0	-4%	-9%	-10%
15	CCNC(=S)Nc1ccc(C)c(Cl)c1	1%	-2	1%	-5%	0%

no.	BLM inh	POLB inh	Pol kappa inh	Tb PGK inh
1	-5%	0%	-1%	-1%
2	-9%	4%	-15%	-5%
3	0%	-14%	-4%	i
4	2%	14%	6%	x
5	-4%	-7%	4%	-9%
6	-6%	25%	-11%	i
7	-3%	18%	-17%	1%
8	-16%	10%	4%[60.1 µM]	-3%
9	0%	13%	-4%	-6%
10	-7%	-13%	2%	0%
11	-2%	3%	2%	i
12	x	x	-9%	-5%
13	-14%	5%	0%	-5%
14	-1%	0%	-7%	-1%
15	1%	-26%	-6%	0%

(cont.)
no.	structure	APEX1 inh	RXFP1 antagonist	Pol iota inh	Apoferritin bind	Pol eta inh
16	O=C(Nc1ccc(Cl)cc1)NN1CC(=O)N(c2cccc(C(F)(F)F)c2)CC1=O	-1%	-32	17%	1%	-13%
17	COc1cc(/C=C(\C#N)C(=O)N2CCCCC2)ccc1O	-13%	-8	28%	-18%	-8%
18	COc1ccc(NC(=O)C2=NN(c3ccccc3)C(=O)CC2)cn1	14%	3	23%	x	5%
19	COc1cccc(Cn2c(=O)n(-c3cccc(Cl)c3C)c(=O)c3c4c(sc32)CN(C(C)=O)CC4)c1	x	-2	6%	-8%	-21%
20	CCc1ccc(S(=O)(=O)Nc2cccc(-c3ccc(N4CCCCC4)nn3)c2)s1	x	-14	38%[activator]	-13%	-13%
21	O=C(CCN1C(=O)/C(=C/c2ccccc2Cl)SC1=S)NN1CCOCC1	12%	11	9%	5%	3%
22	O=C(NCCc1ccc(Cl)cc1)c1cccc(NC2=NC3CS(=O)(=O)CC3S2)c1 (stereo not given)	11%	1	21%	-13%	-3%
23	CN(C)CCCn1c(=S)[nH]c2sc3c(c2c1=O)CCCC3	38%	-27	u	1%	-13%
24	COCCNC(=O)c1onc(CSc2ccccc2F)c1C(=O)O	-1%	x	-11%	-6%	-5%
25	Cc1nc([N+](=O)[O-])c(N2CCOCC2)n1Cc1ccccc1	2%	2	u	27%	-4%
26	COc1ccc(C(=O)Nc2ccc(S(=O)(=O)N3CCOCC3)cc2)cc1[N+](=O)[O-]	12%	-5	25%	-22%	-23%
27	O=[N+]([O-])c1cc(Br)c(O)c(/C=N/Nc2nnnn2-c2cccc3ccccc23)c1	-4%	39	-19%	-14%	71µM*
28	COCCCNC(=S)N1CCN(C(=O)c2ccco2)CC1	0%	3	25%	-6%	-16%
29	COc1ccc(-n2cnnc2SCC(=O)Nc2cc(C(C)(C)C)nn2-c2ccccc2)cc1	4%	-4	3%	-3%	-5%
30	CCOC(=O)c1c(S(=O)(=O)NCC(=O)N(C)Cc2ccccc2)c(C)n(C)c1C	x	-8	7%	-1%	-13%

no.	BLM inh	POLB inh	Pol kappa inh	Tb PGK inh
16	0%	0%	-2%	6%
17	2%	10%	12%	-5%
18	x	x	3%	-9%
19	-7%	-2%	-3%[60.1 µM]	i
20	-9%	2%	-11%[60.1 µM]	-6%
21	-1%	14%	-10%	8%
22	-4%	-17%	-4%	-3%
23	26%	-16%	7%	-5%
24	1%	4%	-1%	i
25	4%	8%	-98%	-13%
26	-2%	21%	-13%	-8%
27	-10%	u	-21%	-7%
28	5%	12%	-3%	-7%
29	-3%	-9%	-13%	1%
30	2%	14%	-8%[60.1 µM]	7%

Another view of some results above:
Fields: APEX1 inh	RXFP1 antagonist	Pol iota inh	Apoferritin bind	Pol eta inh	BLM inh	POLB inh	Pol kappa inh	Tb PGK inh
21) O=C(CCN1C(=O)/C(=C/c2ccccc2Cl)SC1=S)NN1CCOCC1
    12%	11	9%	5%	3%	-1%	14%	-10%	8%
22) O=C(NCCc1ccc(Cl)cc1)c1cccc(NC2=NC3CS(=O)(=O)CC3S2)c1 (stereo not given)
    11%	1	21%	-13%	-3%	-4%	-17%	-4%	-3%
27) O=[N+]([O-])c1cc(Br)c(O)c(/C=N/Nc2nnnn2-c2cccc3ccccc23)c1
    -4%	39	-19%	-14%	71µM*	-10%	u	-21%	-7%

The list goes on.
no.	structure	APEX1 inh	RXFP1 antagonist	Pol iota inh	Apoferritin bind	Pol eta inh
31	C/C(Cn1cnc([N+](=O)[O-])n1)=N\NC(=O)c1ccccc1	6%	-4	-5%	-9%	u
32	O=C(NCc1ccco1)c1cccc2c1C(=O)c1ccc(/C=C/c3ccccc3)cc1S2(=O)=O	u	x	25µM*	x	14µM*
33	Cc1ccccc1NC(=O)c1cccc(S(=O)(=O)N2CCCCC2)c1	-2%	-4	23%	-4%	-8%
34	CCCN(CCC)C(=O)CC(c1ccccc1)c1ccc(C)cc1O (stereo not given)	0%	u	-12%[58.9 µM]	-19%	-22%
35	Cc1[nH]nc2ncc(C(=O)c3cc(F)ccc3O)cc12	13%	-16	19%	-17%	-18%
36	NC(=O)CC(NC(=O)c1ccccc1)c1ccc(NC2CCC2)c([N+](=O)[O-])c1 (stereo not given)	5%	x	5%	-13%	-4%
37	Cc1cc(C(=O)O)ccc1-n1c(C)cc(/C=C2\SC(=O)NC2=O)c1C	12%	5	u	-4%	50µM*
38	O=C(CN1CCC(C(=O)O)CC1)Nc1ccccc1Oc1ccccc1	u	-35	-9%	2%	1%
39	CCOc1ccccc1OCC(=O)OCC(=O)Nc1ncc(Cl)cc1Cl	-4%	8	-8%	-17%	-9%
40	CCOC(=O)c1ccc(N2C(=O)Cc3ccccc3C2=O)cc1	5%	-6	14%	-9%	2%
41	Cc1ccc(C(O)Cn2nc(C)cc2C)cc1 (stereo not given)	24%	x	9%	x	-7%
42	O=C(NCc1ccc2c(c1)OCO2)c1ccc(Cl)s1	0%	1	150%[activator]	u	5%
43	Cc1ccc(S(=O)(=O)N2CCCCC2C)cc1[N+](=O)[O-] (stereo not given)	24%	4	123%[activator]	u	-5%
44	COc1ccc(Cl)cc1Nc1sc(C(=O)c2ccccc2)c(N)c1C(=O)Nc1ccccc1	x	u	26%	-8%	-20%

no.	BLM inh	POLB inh	Pol kappa inh	Tb PGK inh
31	2%	4%	-6%	i
32	x	x	u	u
33	-5%	24%	-5%	0%
34	-11%	2%	-14%	-1%
35	-2%	24%	-5%	-3%
36	-5%	-14%	-17%	0%
37	0%	u	-27%	4%
38	-8%	-3%	-11%	1%
39	0%	15%	1%	-1%
40	-4%	13%	-4%	-3%
41	x	x	16%	i
42	-4%	0%	-8%	-1%
43	-4%	29%	-11%	2%
44	-1%	-1%	2%[60.1 µM]	-12%

From entry 43 to 44, as listed above:
no.	structure	APEX1 inh	RXFP1 antagonist	Pol iota inh	Apoferritin bind	Pol eta inh
43	Cc1ccc(S(=O)(=O)N2CCCCC2C)cc1[N+](=O)[O-] (stereo not given)	24%	4	123%[activator]	u	-5%
44	COc1ccc(Cl)cc1Nc1sc(C(=O)c2ccccc2)c(N)c1C(=O)Nc1ccccc1	x	u	26%	-8%	-20%

no.	BLM inh	POLB inh	Pol kappa inh	Tb PGK inh
43	-4%	29%	-11%	2%
44	-1%	-1%	2%[60.1 µM]	-12%

Source: PubChem (National Center for Advancing Translational Sciences (NCATS))
